Assay outcomes: PubChem, several laboratories
PTPN22 act: LYP (human) phosphatase activation; Q9Y2R2; recombinant LYP, DiFMUP fluorescence; 0 = plate median, 100 = signal doubled; activation, % at 2 µM; 96,000 tested, 0.11% active; AID 697;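 active = activation at 2 µM above a set limit, the mean plus 5 SD, cut at about 37% in these data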
cytoskel mod: cytoskeleton assembly modification | HUVEC TNFa F-actin phalloidin imaging, high content | inhibition, % at 2 µM | 91,000 tested, 0.18% active;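 active = inhibition above the batch mean plus 3 SD and confirmed as a hit by visual image inspection, cut at about 30% in these data, passing the limit was not always enough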; also: strong numbers were not always called active
ERa coact inh: blocks coactivator binding to human estrogen receptor alpha | 86,000 tested, 1.7% active | inhibition, % at 25.6 µM | P03372 | TR-FRET ER-alpha LBD / SRC-1 peptide, estradiol-bound; in the data active = inhibition above about 50%;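 also: 0% = receptor plus peptide control and 100% = peptide only without receptor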
LYP inh 2: inhibitors of human LYP (PTPN22) phosphatase; inhibition, % at 2 µM; 96,000 tested, 0.21% active; recombinant LYP catalytic domain, DiFMUP fluorescence; Q9Y2R2;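 active = inhibition at 2 µM at or above a set limit, the screen mean plus 3 SD, cut at about 24% in these data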;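 also: 0% = DMSO with enzyme and 100% = enzyme fully blocked by orthovanadate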
VCAM1 TNFa inh: reduces TNF alpha induced VCAM1 expression in HUVEC. HUVEC TNFa-induced VCAM-1 immunofluorescence, high-content imaging. inhibition, % at 2 µM. 95,000 tested, 0.48% active. AID 802;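 active = inhibition above the batch mean plus 3 SD, with images confirmed as a hit by eye, cut at about 37% in these data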;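 also: 0% = TNF-stimulated DMSO wells and 100% = unstimulated control wells; not every result past the cut was called active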
PTK2B oligo ant: blocks oligomerization of human Pyk2 in cells. 99,000 tested, 0.83% active. Q293 cells, Pyk2 FERM NanoBiT luminescence; active compounds read low. Q14289. z-score (the deposit names both 25 µM and 10 µM);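 active = Z-score of -3 or lower, scaled per plate to the spread of control and sample wells; inactive = z-score above -3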;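 also: negative z-score means lost luminescence so less FERM oligomerization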
Target sequence (Q14289 whole entry, looked up): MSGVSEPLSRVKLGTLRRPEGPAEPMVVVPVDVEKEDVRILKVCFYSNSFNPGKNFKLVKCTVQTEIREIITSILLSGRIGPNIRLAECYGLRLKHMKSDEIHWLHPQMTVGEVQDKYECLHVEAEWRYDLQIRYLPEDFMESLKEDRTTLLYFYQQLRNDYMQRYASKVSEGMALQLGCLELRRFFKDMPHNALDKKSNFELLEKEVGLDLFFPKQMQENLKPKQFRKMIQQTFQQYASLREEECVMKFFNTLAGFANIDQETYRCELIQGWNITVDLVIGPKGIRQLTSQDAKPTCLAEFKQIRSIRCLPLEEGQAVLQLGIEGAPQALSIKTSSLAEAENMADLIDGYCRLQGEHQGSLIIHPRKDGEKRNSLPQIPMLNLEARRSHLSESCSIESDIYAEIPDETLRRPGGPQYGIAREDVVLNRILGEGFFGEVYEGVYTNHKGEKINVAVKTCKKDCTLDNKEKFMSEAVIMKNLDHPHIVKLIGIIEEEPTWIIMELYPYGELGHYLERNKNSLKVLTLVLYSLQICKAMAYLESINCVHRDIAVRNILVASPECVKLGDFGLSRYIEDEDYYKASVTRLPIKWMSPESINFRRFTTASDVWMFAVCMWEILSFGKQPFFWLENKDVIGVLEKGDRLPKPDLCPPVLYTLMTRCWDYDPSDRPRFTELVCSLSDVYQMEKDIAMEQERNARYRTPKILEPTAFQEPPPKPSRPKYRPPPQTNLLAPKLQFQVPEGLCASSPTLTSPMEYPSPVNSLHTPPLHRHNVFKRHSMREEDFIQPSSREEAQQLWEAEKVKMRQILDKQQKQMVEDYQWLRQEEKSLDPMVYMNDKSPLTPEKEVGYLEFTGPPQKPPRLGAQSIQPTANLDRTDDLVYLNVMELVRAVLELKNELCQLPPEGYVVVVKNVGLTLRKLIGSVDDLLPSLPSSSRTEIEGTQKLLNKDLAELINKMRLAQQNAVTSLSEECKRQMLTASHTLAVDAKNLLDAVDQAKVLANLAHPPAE
TNFa cytotox: HUVEC cytotoxicity counter-screen, TNF alpha stimulated; HUVEC TNFalpha-stimulated, Hoechst cell count, imaging; cell count reduction, % at 2 µM; 93,000 tested, 0.17% active; AID 848;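 active = cell count reduction exceeding the screen mean by over 5 SD, scaled to untreated wells per plate, cut at about 78% in these data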;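 also: cells counted after 24 h of TNF alpha exposure following the 1 h pretreatment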
HUVEC tox IL1B: HUVEC cytotoxicity counter-screen, IL-1B stimulated. AID 845. HUVEC cell count loss, Hoechst imaging. cell count reduction, % at 2 µM. 94,000 tested, 0.41% active;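 active = cell count reduction more than 3 SD above the screen-wide mean, cut at about 70% in these data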;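 also: normalized per plate to untreated control cells as the no-loss baseline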
FAK inh: inhibitors of human focal adhesion kinase; 97,000 tested, 0.84% active; Q05397; AID 727; biochemical FAK kinase activity assay; inhibition, %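 (tested at 7 µM)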; in the data active = inhibition above about 19%;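 also: 0% = DMSO and 100% = reference compound high control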
Numbers without * were called inactive; · = no result given; [ ] = another dose, or the depositor's remark.

No.	smiles	PTPN22 act	cytoskel mod	ERa coact inh	LYP inh 2	VCAM1 TNFa inh
1	C#CC[N+](C)(C)C(C#Cc1ccccc1)CC=C (configuration not stated)	-2.4	17.2	·	5.6	10.3
2	Oc1cccc(-c2nc3c4c(ncn3n2)-c2ccccc2CC42CCCC2)c1	-3.9	-0.9	·	5.9	2.1
3	CCN(CC)c1ccc(NC(=O)COC(=O)C23CCC(=O)N2c2ccccc2S3)cc1 (configuration not stated)	-5.9	0.9	·	4.4	13.4
4	CCc1nnc(NC(=O)CCC(=O)Nc2ccccc2)s1	-11.1	-7.0	-0.4	9.4	9.9
5	CC(=O)N1CCN(Cc2nc3cc(NC(=O)C4CCCCC4)ccc3n2C)CC1	2.2	-2.9	-0.7	-2.6	-3.3
6	O=C(OCC(=O)N1CCc2ccccc21)C1=COCCO1	1.1	-18.2	-0.5	2.9	-6.4
7	CCn1cc(C(=O)NC2CCc3ccccc32)c(=O)c2ccc(C)nc21 (configuration not stated)	0.0	·	-9.7[fluorescence artefact?]	4.1	·
8	Cc1cc(=O)[nH]c2c1c(C)nn2C1CCCCC1	-14.7	-6.5	-0.3	12.3	-0.7
9	CCCNC(=O)c1cccc(C(F)(F)F)c1	2.2	-1.8	·	-0.1	18.9
10	CCc1ccc(NC(=O)c2ccccc2NC(=O)C2CCCO2)cc1 (configuration not stated)	-13.2	-13.2	3.6[fluorescence artefact?]	12.9	3.3
11	Cc1cc(/C=N/n2cnnc2)c(C)n1-c1cc(Cl)ccc1Cl	4.7	-13.4	2.8	-9.1	13.9
12	NCCCCCc1nnc(SCc2cccc(Cl)c2)o1	-4.7	0.2	4.2	3.3	24.7
13	Cc1noc(C)c1CSc1nc2cc(S(=O)(=O)N3CCOCC3)ccc2o1	11.2	-28.4	·	-7.0	9.0
14	CCN1C(=O)/C(=C2/C=Cc3ccccc3N2C)OC1=S	6.0	1.3	65.8*[fluorescence artefact?]	-3.8	18.0
15	O=C(c1cc(S(=O)(=O)N2CCOCC2)c(Cl)cc1Cl)N1CCCCC1	12.1	7.0	-11.3	-12.9	8.1

No.	PTK2B oligo ant	TNFa cytotox	HUVEC tox IL1B	FAK inh
1	0.2	-18.2	18.1	2.7
2	-3.06*	-1.2	-39.9	-3.0
3	-0.56	-26.4	-18.2	5.1
4	0.42	-5.4	-24.9	-2.2
5	0.96	5.9	2.3	0.5
6	0.51	-10.2	-7.4	-1.9
7	·	·	1.0	-14.0
8	-0.89	-14.8	-19.2	-1.7
9	-0.46	-17.7	-124.5	-6.8
10	-0.39	14.5	10.1	0.8
11	1.38	3.7	0.0	0.7
12	-0.23	4.9	18.6	-2.0
13	0.12	-0.7	-3.2	-1.4
14	-0.6	-23.5	9.5	-1.6
15	0.51	-19.7	47.0	-1.0

Next part
No.	smiles	PTPN22 act	cytoskel mod	ERa coact inh	LYP inh 2	VCAM1 TNFa inh
16	O=C1CC(c2ccccc2)n2nc(N3C(=O)CCC3=O)nc2N1 (configuration not stated)	1.3	13.0	-23.9	-4.1	0.4
17	COc1ccc(NC(=O)CSc2n[nH]c(N)n2)c([N+](=O)[O-])c1	-3.4	-6.3	·	6.8	5.4
18	O=C(c1cccn2c(=O)c3cc4ccccc4cc3nc12)N1CCN(c2ccccc2)CC1	-5.0	3.5	40.1	6.6	0.6
19	c1ccc(Cn2c(Sc3nnnn3-c3ccccc3)nnc2-c2ccccc2)cc1	-12.3	5.7	6.8	14.5	-5.5
20	N#CC1=C2SCCN2C(=O)C(C#N)C12CCCCC2 (configuration not stated)	0.0	-0.1	6.8[fluorescence artefact?]	-0.6	-20.5
21	Cc1cc2c(nn1)CCC/C2=N\O	9.3	4.3	4.6	-5.2	1.6
22	O=C(CSc1nc2ccc([N+](=O)[O-])cc2[nH]1)NCCc1ccccc1	6.2	-30.2	·	-3.4	-5.7
23	O=C(NCc1cccs1)c1ccccc1	-3.1	16.4	·	1.7	-0.6
24	COc1ccc(C(=O)c2oc3ccccc3c2NC(C)=O)cc1	-2.6	5.9	0.5	5.4	-1.4
25	O=C(NCc1ccccc1)C12CN(Cc3ccccc3)CC1C(c1cccc([N+](=O)[O-])c1)=NO2 (configuration not stated)	6.3	10.8	·	-3.0	12.3
26	CCc1ccc(NC(=O)N(C2CCC(C)CC2)C2CCN(C(C)=O)CC2)cc1 (configuration not stated)	-1.1	-22.7	-11.1	-2.0	7.4
27	Cc1ccc(S(=O)c2ccc(C)cc2)cc1	3.2	·	-0.3	-3.6	-12.1
28	CC(C)C(=O)Nc1nnc(SCC(=O)N2c3ccccc3CC2C)s1 (configuration not stated)	-5.1	-26.3	-7.5	6.4	-4.2
29	CCCN1C(=O)/C(=C/c2c(NCCCOC(C)C)nc3c(C)cccn3c2=O)SC1=S	-12.5	-8.1	-10.8	10.2	0.3
30	O=C(CN1CC(=O)Oc2ccccc21)OCC(=O)c1ccccc1	-19.6	1.4	·	17.6	14.4

No.	PTK2B oligo ant	TNFa cytotox	HUVEC tox IL1B	FAK inh
16	-0.45	-7.2	-14.6	0.1
17	0.45	3.8	4.4	4.3
18	·	5.1	-2.0	-1.9
19	0.1	-9.0	-2.9	3.1
20	-0.85	-28.1	-32.5	2.5
21	-0.15	-6.0	12.5	0.8
22	1.4	4.2	-31.3	-3.3
23	0.53	-10.6	5.1	-3.1
24	-1.37	0.7	-8.6	1.9
25	·	-41.1	7.8	-1.0
26	0.07	-5.2	-7.3	-1.8
27	0.03	6.8	6.4	7.8
28	-0.46	-5.8	-12.2	0.9
29	-0.5	-14.9	·	-2.4
30	1.55	-29.5	-6.5	-4.5

From no. 16 as far as 17, copied from above:
No.	smiles	PTPN22 act	cytoskel mod	ERa coact inh	LYP inh 2	VCAM1 TNFa inh
16	O=C1CC(c2ccccc2)n2nc(N3C(=O)CCC3=O)nc2N1 (configuration not stated)	1.3	13.0	-23.9	-4.1	0.4
17	COc1ccc(NC(=O)CSc2n[nH]c(N)n2)c([N+](=O)[O-])c1	-3.4	-6.3	·	6.8	5.4

No.	PTK2B oligo ant	TNFa cytotox	HUVEC tox IL1B	FAK inh
16	-0.45	-7.2	-14.6	0.1
17	0.45	3.8	4.4	4.3

Ordered by SMILES length (low to high): eight of the compounds above.
No.	smiles	PTPN22 act	cytoskel mod	ERa coact inh	LYP inh 2	VCAM1 TNFa inh
21	Cc1cc2c(nn1)CCC/C2=N\O	9.3	4.3	4.6	-5.2	1.6
30	O=C(CN1CC(=O)Oc2ccccc21)OCC(=O)c1ccccc1	-19.6	1.4	·	17.6	14.4
28	CC(C)C(=O)Nc1nnc(SCC(=O)N2c3ccccc3CC2C)s1 (configuration not stated)	-5.1	-26.3	-7.5	6.4	-4.2
19	c1ccc(Cn2c(Sc3nnnn3-c3ccccc3)nnc2-c2ccccc2)cc1	-12.3	5.7	6.8	14.5	-5.5
17	COc1ccc(NC(=O)CSc2n[nH]c(N)n2)c([N+](=O)[O-])c1	-3.4	-6.3	·	6.8	5.4
22	O=C(CSc1nc2ccc([N+](=O)[O-])cc2[nH]1)NCCc1ccccc1	6.2	-30.2	·	-3.4	-5.7
29	CCCN1C(=O)/C(=C/c2c(NCCCOC(C)C)nc3c(C)cccn3c2=O)SC1=S	-12.5	-8.1	-10.8	10.2	0.3
25	O=C(NCc1ccccc1)C12CN(Cc3ccccc3)CC1C(c1cccc([N+](=O)[O-])c1)=NO2 (configuration not stated)	6.3	10.8	·	-3.0	12.3

No.	PTK2B oligo ant	TNFa cytotox	HUVEC tox IL1B	FAK inh
21	-0.15	-6.0	12.5	0.8
30	1.55	-29.5	-6.5	-4.5
28	-0.46	-5.8	-12.2	0.9
19	0.1	-9.0	-2.9	3.1
17	0.45	3.8	4.4	4.3
22	1.4	4.2	-31.3	-3.3
29	-0.5	-14.9	·	-2.4
25	·	-41.1	7.8	-1.0

New compounds follow
No.	smiles	PTPN22 act	cytoskel mod	ERa coact inh	LYP inh 2	VCAM1 TNFa inh
31	COc1cccc(NC(=O)CSCC(=O)O)c1	-6.5	·	-8.4	7.8	0.8
32	CC(C)CC(NC(=O)c1ccc(Cl)cc1)C(=O)OCC(=O)c1ccc2c(c1)NC(=O)CO2 (configuration not stated)	-5.1	9.8	·	6.8	-31.0
33	O=C(NCN1CCCCC1)c1cnccn1	-1.2	6.3	1.6	7.1	3.6
34	COc1ccc(C(=O)O/N=C(\N)Cc2ccc(Cl)cc2)cc1OC	4.1	-22.9	·	-1.1	21.0
35	CCN(C1CCCCC1)S(=O)(=O)c1ccc(C(=O)O)cc1	-7.4	-6.2	-8.6	4.2	-1.2
36	C=CCSc1nc(C)c(CC=C)c(=O)[nH]1	-2.6	-4.9	-9.5	3.1	3.6
37	C=CCn1c(SCC(=O)Nc2cccc(C(=O)OC)c2)nnc1C(C)NC(=O)c1cccs1 (configuration not stated)	-2.6	-16.2	-5.0	1.3	13.3
38	CCOC(=O)N1CCC(Nc2c(NCCCN(CC)Cc3ccccc3)c(=O)c2=O)CC1	-4.8	15.0	-7.0	3.3	13.7
39	CCOC(=O)CSc1nnc(CNc2cccc(Cl)c2)n1C	-1.3	-3.9	0.0	0.6	10.2
40	Cc1ccc(NCc2ccccc2O)cc1	2.7	23.5	2.8	-5.5	3.9
41	CN(C)CC(C)(C)CNS(=O)(=O)c1ccc(Cl)c(Cl)c1	-5.0	-8.1	·	3.7	-5.2
42	Cc1noc(C)c1S(=O)(=O)N1CCCC(C(=O)NCC2CCCO2)C1 (configuration not stated)	3.2	7.2	6.4	-2.5	1.7
43	O=c1cc(N2CCc3ccccc3C2)[nH]c(=O)n1-c1ccc(Br)cc1	-5.5	-26.9	·	4.9	-2.8
44	O=C(NNC(=S)NC(=O)c1cccnc1)c1ccccc1	-14.5	17.9	·	18.7	3.5
45	O=C(CNC(=O)C12CC3CC(CC(C3)C1)C2)NC1=NCCS1	-0.2	0.6	4.4[fluorescence artefact?]	-3.4	3.0

No.	PTK2B oligo ant	TNFa cytotox	HUVEC tox IL1B	FAK inh
31	1.07	-36.2	7.8	-2.4
32	2.13	12.9	-2.3	1.3
33	-0.52	-17.7	90.2*	-0.5
34	0.22	-3.4	-0.5	-0.6
35	-0.77	-1.6	-35.5	-3.7
36	0.47	-29.8	-15.3	-1.6
37	0.1	-4.5	12.7	-0.4
38	·	-39.0	8.4	-4.1
39	0.06	-27.6	-29.4	1.1
40	-0.24	-34.8	-48.9	-1.1
41	-1.6	-6.8	-9.0	-0.2
42	0.48	-8.1	-3.7	0.7
43	0.4	-6.3	4.8	6.3
44	1.25	-6.6	-2.5	-4.2
45	0.54	7.2	-12.1	0.4

(continued)
No.	smiles	PTPN22 act	cytoskel mod	ERa coact inh	LYP inh 2	VCAM1 TNFa inh
46	O=C(CN1C(=O)CSC1=O)NCc1ccccc1	-12.2	29.9	-2.0	10.2	11.3
47	O=C(/C=C/Nc1cccc([N+](=O)[O-])c1)c1ccco1	-3.5	2.7	·	5.6	5.7
48	c1ccc(-c2ccc(Oc3cc(N4CCOCC4)nc(-c4ccccc4)n3)cc2)cc1	7.3	-63.4	·	-6.7	12.4
49	COc1cccc(C2=NOC(C(=O)N3CCN(Cc4ccccc4)CC3)C2)c1OC (configuration not stated)	-14.7	24.6	3.9	12.8	8.6
50	CCOC(=O)c1nnc2cc(-c3ccc(Br)cc3)nn2c1C	-9.8	5.9	12.8	6.8	14.8
51	COC(=O)c1[nH]c2ccc(C)cc2c1NC(=O)Nc1ccc(OC)cc1	-5.1	-7.9	·	9.3	0.7
52	CC(NC(=O)c1ccccc1NC(=O)CSc1nnnn1C)c1ccccc1 (configuration not stated)	-4.4	13.6	-3.9	7.2	-7.4

No.	PTK2B oligo ant	TNFa cytotox	HUVEC tox IL1B	FAK inh
46	0.45	-23.7	7.3	2.2
47	0.44	-0.3	-14.5	1.0
48	0.04	-16.8	-19.3	3.5
49	-0.05	-7.4	0.5	-2.9
50	-0.55	-5.4	-4.9	0.9
51	0.03	1.6	-20.7	0.2
52	-0.32	3.0	5.4	-0.9
